# 14-3-3 PPI = modulators of human 14-3-3 gamma - Raf peptide interaction. P61981. FP, 14-3-3gamma / TMR-pS259-Raf peptide binding. inhibition, % at 40 µM. 160,000 tested, 0.19% active. AID 422; in the data active = inhibition above about 30%;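 also: 0% = protein plus tracer without compound and 100% = blank with tracer alone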
# Target sequence (P61981 whole entry, looked up): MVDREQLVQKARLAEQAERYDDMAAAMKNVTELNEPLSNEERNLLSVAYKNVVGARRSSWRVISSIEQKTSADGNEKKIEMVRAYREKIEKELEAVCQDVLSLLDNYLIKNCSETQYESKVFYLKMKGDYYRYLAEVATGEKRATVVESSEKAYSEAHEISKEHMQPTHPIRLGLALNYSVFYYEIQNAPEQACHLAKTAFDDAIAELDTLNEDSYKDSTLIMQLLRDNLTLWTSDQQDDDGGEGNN
# * = called active by the depositor; & = joins results of further samples.
14-3-3 PPI	SMILES
-4&1	COc1ccc(CN2CCCC(C(=O)N3CCCC3)C2)cc1 (centres undefined)
5	CCOc1ccc(NC(=O)c2cc(=O)c3ccccc3o2)cc1
2	Cc1ccc(-c2nnc3n2N=C(c2ccc(Br)cc2)CS3)cc1
9	O=C(CCCN1C(=O)c2ccccc2C1=O)Oc1ccc(F)cc1
6	O=C(NCN1CCc2ccccc2C1)c1ccccc1
1	CCOC(=O)c1cccc(NC(=O)CSc2nnc(COc3ccc(Cl)cc3)o2)c1
-9	COc1ccc(CC(=O)Nc2ccc3nc(N4CCN(C)CC4)cc(C)c3c2)cc1
-3	CCc1ccccc1NC(=O)C(=O)NCCCN1CCOCC1
2	Cc1ccc2nc(NC3=NCN(Cc4cccnc4)CN3)nc(C)c2c1
0&5	CN1C2CCC1CC(OC(=O)c1c[nH]c3ccccc13)C2 (centres undefined)
-9&-6	NS(=O)(=O)c1cc2c(cc1Cl)NCNS2(=O)=O
11	COc1cccc(N/C(=N/c2nc(C)cc(C)n2)NC(C)=O)c1
4	Cc1ccccc1C(=O)Oc1ccc2c3c(c(=O)oc2c1)CCC3
-35	O=C(Nc1ccc(Br)cc1)c1ccc(F)c(S(=O)(=O)N2CCN(c3ccccc3Cl)CC2)c1
-5	Cc1cc(NC(=O)C2COc3ccccc3O2)no1 (centres undefined)
-3	Cc1ccc(NC(=O)c2ccc(F)c(S(=O)(=O)N3CCN(c4cccc(C)c4C)CC3)c2)cc1F
0	COC(=O)c1ccc(NC(=O)c2sc3ccccc3c2Cl)cc1
-21	CCN(CC)CCCNC(=O)c1cc(-c2ccc(Br)s2)nc2ccccc12
-16	CC1CCc2c(sc(NC(=O)C3c4ccccc4Oc4ccccc43)c2C(N)=O)C1 (centres undefined)
-5	CC(=O)Cc1nsc(Nc2ccc(C)cc2)n1
-8	Cc1cc(C)nc(NC(=O)c2ccccc2Cl)n1
1	CCOC(=O)c1ccc(Nc2cc(C)nc3ncnn23)cc1
-4	CC(=O)Nc1ccc(NS(=O)(=O)C(F)(F)F)cc1
-8	COc1ccc(CC(=O)NCC2(c3ccccc3)CCCC2)cc1
-5	Cc1ccc(S(=O)(=O)N(C)CC(=O)OCc2nnc(-c3ccccc3)o2)cc1
-10	CCN(CCCNC(=O)CCNC(=O)Cn1ccc2ccccc2c1=O)c1ccccc1
-4	O=C(Nc1c2c(nn1-c1ccc(F)cc1)CSC2)c1ccc2c(c1)OCO2
-5	COC(=O)C(C(=O)OC)=S(C)C
2	CCCn1c2c(c(O)c(C(=O)Nc3ccc(OC)cc3)c1=O)CCCC2
-1	C=CCn1c(=O)c(C(=O)Nc2ccc(F)cc2)c(O)c2ccccc21
0	O=C(CN1CCCC1)NCC1(c2ccccc2)CCCC1
-1	COc1ccc(CNC(=O)C2CC(c3ccc(F)cc3)=NO2)cc1 (centres undefined)
-6	O=C(NC1CCCCCC1)c1cc2c(ccc3ccccc32)o1
2	Cc1ccc(-c2nn(CC(=O)O)c(=O)c3ccccc23)cc1
-7	COc1ccc(Cl)cc1NC(=O)c1cnc2sccn2c1=O
7	O=C(Nc1c2c(nc3c1CCC3)CCCC2)c1ccccn1
2	Cn1ccnc1
-1	CCC1CCCCN1C(=O)CSc1nc2nc(C)c(Cc3ccccc3C)c(C)n2n1 (centres undefined)
-13	Cc1ccc(Oc2ccc(N3C(=O)C4CC=CCC4C3=O)cc2Cl)cc1 (centres undefined)
5	COc1ccc(C(=O)CC2(O)C(=O)N(C)c3ccccc32)cc1OC (centres undefined)
-4	CCSc1nnc(NC(=O)C(C)(C)C)s1
-9	CCN(CC)CCCN1C(=O)C(O)=C(C(=O)c2sc(C)nc2C)C1c1ccc(C)o1 (centres undefined)
-7	CCCCCOc1ccc(NC(=O)c2ccccc2I)cc1
1	COCCN1C(=O)c2ccccc2C(C(=O)NCc2ccc(C)o2)C1c1c[nH]c2ccccc12 (centres undefined)
-6	O=C1C2CC=CCC2C(=O)N1c1ccc(NC2CCCCC2)c([N+](=O)[O-])c1 (centres undefined)
-13	CCC(=O)N1CCc2cc(Br)cc(S(=O)(=O)NCCCN3CCN(c4cccc(Cl)c4)CC3)c21
0	CC1=CC(C)C2C(=O)N(Cc3ccc[n+](C)c3)C(=O)C2C1 (centres undefined)
-14	Cc1ccc(C(=O)Nc2ccc(-c3nc4ncccc4o3)cc2)c(Cl)c1
0	Cc1ccc(-c2coc3c2c(C)cc2oc(=O)c4c(c23)CCC4)cc1
-3	COc1ccc(NC(=O)c2cc3c(=O)n4ccccc4nc3s2)cc1
-5	Cc1ccc(NC(=O)C(Cc2ccccc2)NS(=O)(=O)c2cccs2)c(Cl)c1 (centres undefined)
-4	Cc1ccc(C(C)C)c(OCC(=O)N2N=C3CCC(C)CC3C2(O)C(F)(F)F)c1 (centres undefined)
1	Cc1ccc(C)c(OCC(=O)Nc2cc(C)on2)c1
3	O=C1CCCC2=C1C(c1cccc(O)c1)c1c(nc(SCc3ccccc3)[nH]c1=O)N2 (centres undefined)
0	Cc1nc(N2CCOCC2)nc(Nc2cccc(Cl)c2)c1[N+](=O)[O-]
-11	COc1ccc(F)cc1CN1CCN(c2c3c(c(C#N)c4nc5ccccc5n24)CCC3)CC1
-15	Cc1c(OCc2ccccc2)ccc2c3c(c(=O)oc12)CCC3
-6	COc1ccc(N(CCCN2C(=O)c3cccc4cccc(c34)C2=O)C(=O)c2ccc(F)cc2)cc1
-4	CC1=C(C(=O)OCC(C)C)C(c2ccc(C)cc2)N2C(=O)CCSC2=N1 (centres undefined)
8	COc1ccccc1OCC(=O)Nc1ccc(S(=O)(=O)NC(C)=O)cc1

# (next part)
14-3-3 PPI	SMILES
-9	CCOC(=O)NC1(C(F)(F)F)C(=O)NC(C)=C1C(=O)OC (centres undefined)
-11	COc1ccc(Br)cc1C(=O)Nc1cc2cc(Br)ccc2oc1=O
-13&-3	CCOC(=O)C1CCCN(C(=O)c2ccc(CS(=O)(=O)Cc3ccccc3C)o2)C1 (centres undefined)
-6	Cc1ccc(C)c(NCC(O)Cn2c3ccccc3c3ccccc32)c1 (centres undefined)
2	COc1cc(-n2c(=O)c3ccccc3n(CC(=O)NCc3ccccc3)c2=O)cc(OC)c1OC
-2	CCOC(=O)C1CCN(C(=O)CN(Cc2ccc(Cl)cc2)S(C)(=O)=O)CC1
-2	O=C(CCn1c(=O)[nH]c2ccccc2c1=O)NC1CCCc2ccccc21 (centres undefined)
3	CCc1ccc(CNC(=O)C2CC(=O)N(Cc3ccc(OC)cc3)C2)cc1 (centres undefined)
-5	Cc1ccccc1-n1nc2c(c1NC(=O)c1ccc(Br)o1)CS(=O)(=O)C2
1	Cc1c(C(=O)N(C)Cc2ccccc2)oc2ccc(S(=O)(=O)N3CCOCC3)cc12
-5	C=C(C)CSc1nc2c(c(=O)[nH]c(=O)n2C)n1Cc1cccc(C)c1
-66	CCCSc1ccccc1NC(=O)c1sc2nc(-c3cccs3)ccc2c1N
4	CC(C)COC(=O)Nc1ccccc1C(=O)N1CCOCC1
-1	CCCC(C)C(=O)Nc1ccc(S(=O)(=O)NC(C)=O)cc1 (centres undefined)
8	CCCCn1nnc(NC(=O)COc2cc(C)ccc2C(C)C)n1
-8	Ic1ccc2nc(-c3ccccc3)c(-c3ccccc3)nc2c1
-1	Cc1onc(-c2ccccc2Cl)c1C(=O)NC(C)c1ccccc1 (centres undefined)
-37	CC(C)CCNC(=O)c1cc(-c2ccccn2)nc2ccc(S(=O)(=O)N3CCOCC3)cc12
2	COCCNC(=O)c1ccc2c(=O)n(Cc3ccc4c(c3)OCO4)c(=S)[nH]c2c1
8	COc1cccc(-n2c(=O)c3sccc3n(CC(=O)N3CCCCCC3)c2=O)c1
-2	COCCCNC(=O)CN1C(=O)CSc2ncccc21
-5	COc1nc(N(C)S(=O)(=O)c2ccc(C)cc2)nc(C)c1Br
19	CCOc1cc(S(=O)(=O)Nc2ccccn2)ccc1F
4	O=C(CCN1C(=O)c2ccccc2S1(=O)=O)Nc1nccs1
-7	Cc1ccc(CNC(=O)c2oc3ccc(S(=O)(=O)N4CCC(C)CC4)cc3c2C)cc1
-1	O=c1nc(NC2CCCC2)ccn1Cc1cccc(Br)c1
0	CCSCCOC(=O)C1=C(C)NC2=C(C(=O)C(C(=O)OC)C(C)C2)C1c1coc2ccc(C)cc2c1=O (centres undefined)
-8	COCc1cc(C)nc2sc3c(c12)NC(c1ccco1)NC3=O (centres undefined)
-3	CC1CCCN(CCCNS(=O)(=O)c2cccc3nonc23)C1 (centres undefined)
1	COc1cc(S(=O)(=O)N2CCCCC2)ccc1NC(=O)c1ccc(F)cc1

# Structural class, those above with a nitro group on carbon
14-3-3 PPI	SMILES
-6	O=C1C2CC=CCC2C(=O)N1c1ccc(NC2CCCCC2)c([N+](=O)[O-])c1 (centres undefined)
0	Cc1nc(N2CCOCC2)nc(Nc2cccc(Cl)c2)c1[N+](=O)[O-]

# Returning to the listing with the four entries that preceded the break.
14-3-3 PPI	SMILES
0	CCSCCOC(=O)C1=C(C)NC2=C(C(=O)C(C(=O)OC)C(C)C2)C1c1coc2ccc(C)cc2c1=O (centres undefined)
-8	COCc1cc(C)nc2sc3c(c12)NC(c1ccco1)NC3=O (centres undefined)
-3	CC1CCCN(CCCNS(=O)(=O)c2cccc3nonc23)C1 (centres undefined)
1	COc1cc(S(=O)(=O)N2CCCCC2)ccc1NC(=O)c1ccc(F)cc1
-6	CCOC(=O)N1CCC(NC(=O)Cc2cn(C)c3ccccc23)CC1
0	CC(C)NCC(O)COc1cccc2ccccc12 (centres undefined)
8	COc1ccc(C2=CC(c3ccc(C)cc3)c3ccccc3O2)cc1OC (centres undefined)
5	CCSc1sc(CC)cc1C1C(C(=O)Nc2cccc(F)c2)=C(C)NC2=C1C(=O)CC(C)(C)C2 (centres undefined)
-4	CCN(CC)c1ncnc2sc(C(=O)N3CCN(Cc4ccc5c(c4)OCO5)CC3)c(C)c12
3	O=C(CCn1c(=O)[nH]c2ccsc2c1=O)N(CCc1ccccc1)Cc1ccccc1
4	Cc1ccc(C(=O)NC2CCN(C(=O)N3CCOCC3)CC2)cc1
-3	O=C(Cn1nc(-c2ccccc2)c2ccccc2c1=O)Nc1ccc(C(=O)N2CCCCC2)cc1
17	c1cncc(-c2cc(-c3cccs3)c3c(ccc4ccccc43)n2)c1
-1	Cc1cccc(NC(=O)C(=O)NCCc2ccc(Cl)cc2)c1
-6	Cc1ccc(SCc2nc3ccc(Cl)cn3c2Cl)cc1
0	CC(C)C(NC(=O)OC(C)(C)C)C(=O)N1CCCC1C(=O)NC(Cc1ccccc1)C(N)=O (centres undefined)
3	CCCCN(CCCC)C(=O)Cn1ccc(=N)c2ccccc21
-7	Cc1ccc2nc(-c3nonc3N)[nH]c2c1
-7	O=C(Nc1ccccc1C(F)(F)F)c1noc2c1CCCCC2
-25	O=C(NCc1ccccc1)c1cc2nc(-c3ccccc3)cc(-c3ccccc3)n2n1
-3	Cc1cc(N2CCCCC2)n2ncc(-c3ccc(Cl)cc3)c2n1
0	O=C1C2C3c4ccccc4C(C(=O)O)(c4ccccc43)C2C(=O)N1c1cccc(Cl)c1 (centres undefined)
6	O=C(Nc1cc(C(=O)N2CCOCC2)ccc1N1CCCC1)c1cccs1
6	COc1ccccc1-c1oc2ccccc2c(=O)c1O
-4	CCc1c(C)sc(NC(=O)c2cc(C3CC3)on2)c1C#N
-4	O=C(NCCCN1CCOCC1)c1c(O)c2cccc3c2n(c1=O)CC3
-9	COc1cc2c(cc1OC)CN(Cc1cc(=O)n3cc(C)ccc3n1)CC2
-6	CN(CCCNC(=O)C1CCC(=O)N1Cc1ccc(F)cc1)c1ccccc1 (centres undefined)
-1	O=C(CSc1ccc2nnc(-c3cccnc3)n2n1)N1CCc2ccccc21
-6	O=C(O)C1CCCCC1C(=O)Nc1cccc([N+](=O)[O-])c1 (centres undefined)
-15	Cc1ccc(CNC(=O)Cn2ncc3c(=O)oc4ccccc4c32)cc1
-4	CCOC(=O)c1c(C)c(C(=O)N2CCCCCC2)c(C)n1C
3	CCOC(=O)c1n[nH]c2ccccc12
2	COc1ccc2sc(N3CCC(C(=O)O)CC3)nc2c1
-3	Cc1nn(-c2ccccc2)c(C)c1C(=O)OCC(=O)NCc1ccco1
-10	Cn1ncc(Br)c1C(=O)Nc1nc2ccc(Br)cc2s1
-4	Cc1cc(C)c2c(=O)[nH]n(C3CCOC(C)(C)C3)c2n1 (centres undefined)
1	Cn1c(SCc2ccccc2)nnc1C1CCCNC1 (centres undefined)
-6	CSc1oc(-c2ccccc2)nc1S(=O)(=O)c1ccc(C)cc1
-12	CN(C)c1ccc(-c2nc3cc(NC(=O)Cc4ccccc4)ccc3o2)cc1
-3	CCCN(CCC)C(=O)c1cn(C)c2ccc(S(=O)(=O)N3CCCC3)cc2c1=O
6	O=c1sc(N2CCN(c3ccccc3F)CC2)nc2ccsc12
-1	CCOC(=O)N1CCC(NC(=O)Cn2nc(Cc3ccncc3)c3ccccc3c2=O)CC1
-17	N#Cc1cc2c(nc1SCCS(=O)(=O)Cc1ccc(Cl)cc1)CCCC2
-4	COc1ccc(NC(=O)CCn2c(=S)[nH]c3ccccc3c2=O)cc1
-48	Cc1cc[n+](CC(=O)c2ccccc2)c2ccccc12
4	COC(=O)c1cc(OC)c(OC)cc1NC(=O)c1cccnc1
-3	CC1CCc2ccccc2N1C(=O)c1cccs1 (centres undefined)
-5	CCC(C)NC(=O)c1cc(Sc2ccc(F)cc2)nc2ccccc12 (centres undefined)
1	COc1cccc(Nc2c(F)c(F)c(F)c(F)c2C(=O)O)c1
1&-7	O=C(Nc1ccn(Cc2ccc(F)cc2)n1)c1ccncc1
-3	Cc1ccc(NC(=O)CSc2c[nH]c3ccccc23)cc1

# 3 compounds out of the list, arranged by formula weight, ascending:
14-3-3 PPI	SMILES
1	Cn1c(SCc2ccccc2)nnc1C1CCCNC1 (centres undefined)
1	COc1cccc(Nc2c(F)c(F)c(F)c(F)c2C(=O)O)c1
-4	COc1ccc(NC(=O)CCn2c(=S)[nH]c3ccccc3c2=O)cc1

# Entries from the list above with a tert-butyl group:
14-3-3 PPI	SMILES
-4	CCSc1nnc(NC(=O)C(C)(C)C)s1
0	CC(C)C(NC(=O)OC(C)(C)C)C(=O)N1CCCC1C(=O)NC(Cc1ccccc1)C(N)=O (centres undefined)

# Screens as filed in PubChem.

# This is a subset; count on the stated rates, not on these rows.
